Screening data: PubChem BioAssay, National Center for Advancing Translational Sciences (NCATS)
LDHA inh: qHTS assay for inhibitors of human lactate dehydrogenase. purified LDHA, NADH/diaphorase-resazurin fluorescence; active compounds read low. 480,000 compounds, 0.15% hits. L-lactate dehydrogenase A chain (Homo sapiens), P00338. activity change, % (values are at about 110 or 230 µM); in the data active = activity change below about -30%; inconclusive = mostly about -25% to -30%;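 also: plate controls were DMSO wells for no effect and wells without enzyme for full effect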
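Resorufin fluorescence (ex540/em590), read at 0 and 20 min after diaphorase/resazurin addition, reports the NADH left after a 5 min room-temperature reaction of 2 nM human LDH5 with 0.06 mM NADH and 0.2 mM pyruvate.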
Pol eta inh: qHTS for Inhibitors of Polymerase Eta | DNA polymerase eta (Homo sapiens), Q9Y253 | recombinant Pol eta, fluorescent DNA replication assay | Potency, µM (series often up to 114 µM), inactives show at the top dose activity change, negative = inhibition, usual class: inhibitors | 390,000 compounds, 1.2% hits | AID 588591, 2011; also: potency is read from the fitted curve at half-maximal effect; % is scaled to controls: 0 for no effect and ±100 for the full control effect
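Fluorescent replication assay: 50 nM final substrate added after a 15 min room-temperature compound preincubation with 10 nM enzyme. Signal taken at 0 min and again at 10 min.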
POLB inh: qHTS Assay for Inhibitors of DNA Polymerase Beta | P06746 | Pol beta primer extension/strand displacement, fluorescence kinetic | Potency, µM (titrated, usually from 114 µM), for inactives: at the top dose activity change, negative = inhibition, actives largely listed as inhibitors | 340,000 compounds, 1.3% hits; also: potency is read from the fitted curve at half-maximal effect; % is scaled to controls: 0 for no effect and ±100 for the full control effect
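Human Pol beta at 10 nM; strand-displacement substrate 50 nM final. Compound exposure 15 min at room temperature before start, reaction 10 min at room temperature.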
APE1 inh: qHTS Assay for Inhibitors of the Human Apurinic/apyrimidinic Endonuclease 1 (APE1); DNA repair nuclease/redox regulator APEX1 (Homo sapiens), P27695; 350,000 compounds, 0.35% hits; recombinant APE1, TAMRA/BHQ-2 abasic DNA cleavage fluorescence; Potency, µM (series often up to 65.8 µM), without a hit: top-dose activity change, negative = inhibition, most hits filed as inhibitors;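 also: potency is read from the fitted curve at half-maximal effect; plate controls were vehicle for no effect and reference inhibitor for full effect; nearly all actives have a fitted effect of over 55% in size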
Target sequence (P27695 whole entry, looked up): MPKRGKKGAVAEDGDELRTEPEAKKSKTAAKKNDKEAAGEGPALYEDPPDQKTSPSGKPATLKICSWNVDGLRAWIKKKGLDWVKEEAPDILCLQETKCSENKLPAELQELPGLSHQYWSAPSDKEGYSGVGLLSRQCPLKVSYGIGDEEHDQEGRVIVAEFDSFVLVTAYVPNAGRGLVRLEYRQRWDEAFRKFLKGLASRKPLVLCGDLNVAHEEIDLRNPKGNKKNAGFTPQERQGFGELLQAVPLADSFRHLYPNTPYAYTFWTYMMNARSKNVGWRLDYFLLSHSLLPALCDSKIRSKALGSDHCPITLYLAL
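APE1 at 0.75 nM preincubated 15 min at room temperature with compound. Reaction then started with 50 nM double-stranded THF-abasic substrate labelled with TAMRA/BHQ-2, and 525/598 nm fluorescence read kinetically. Activity taken as third-minus-first read difference, normalized to DMSO and NSC13755 controls.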
Apoferritin bind: qHTS Assay for Identification of Novel General Anesthetics | 350,000 compounds, 0.074% hits | Potency, µM (series often up to 77.5 µM), for inactives: at the highest dose activity change, negative = displacement, usual class: inhibitors | Ferritin light chain (Equus caballus), P02791 | apoferritin/1-aminoanthracene competitive binding, fluorescence; also: potency is read from the fitted curve at half-maximal effect; % is scaled to controls: 0 for no effect and ±100 for the full control effect; nearly all actives have a fitted effect of over 20% in size
Target sequence (P02791 2-175 limits assumed): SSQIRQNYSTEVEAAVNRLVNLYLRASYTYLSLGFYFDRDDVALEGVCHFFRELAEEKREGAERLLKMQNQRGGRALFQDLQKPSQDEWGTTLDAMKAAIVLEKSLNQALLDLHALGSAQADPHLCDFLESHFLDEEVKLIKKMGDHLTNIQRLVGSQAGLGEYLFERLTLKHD
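10 uM apoferritin + 50% sat. 1-AMA, PBS; cpd 10 min RT; Ex380/Em535 endpoint; normalized to free probe vs complex; 4-param Hill fit; propofol titration as pos. ctrl.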
Pol kappa inh: qHTS for Inhibitors of Polymerase Kappa; purified Pol kappa, fluorescent DNA synthesis assay, 10 min; 400,000 compounds, 0.53% hits; Potency, µM (titrated, usually from 107 µM), without a hit: at the highest dose activity, negative = inhibition, actives largely listed as inhibitors; also: potency is read from the fitted curve at half-maximal effect; % is scaled to controls: 0 for no effect and ±100 for the full control effect
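Enzyme at 10 nM met test compounds for 15 min at room temperature. Substrate addition (50 nM final) began the reaction, which was monitored by fluorescence at 0 and 10 min.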
RGS4 inhibitor: Inhibitors of Regulator of G Protein Signaling (RGS) 4: qHTS; Regulator of G-protein signaling 4 (Homo sapiens), P49798; Transcreener GDP fluorescence polarization, RGS4-accelerated GTP hydrolysis; Potency, µM (top dose mostly 114 µM), for inactives: top-dose activity change, negative = inhibition, usual class: inhibitors; 390,000 compounds, 0.039% hits; AID 504845, 2011; also: potency is read from the fitted curve at half-maximal effect; % is scaled to controls: 0 for no effect and ±100 for the full control effect; nearly all actives have a fitted effect of over 75% in size; some results filed as inactive show a strong effect at the top dose
Target sequence (P49798 whole entry, looked up): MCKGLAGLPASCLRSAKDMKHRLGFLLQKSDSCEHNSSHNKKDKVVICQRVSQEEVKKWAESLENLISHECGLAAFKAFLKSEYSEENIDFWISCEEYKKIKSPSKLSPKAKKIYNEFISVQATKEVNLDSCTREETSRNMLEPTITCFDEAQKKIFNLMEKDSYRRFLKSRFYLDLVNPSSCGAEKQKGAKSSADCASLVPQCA
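MLSMR compounds (23 nl, pin-transferred) preincubated 10 min at room temperature with a 500nM (2x) first reagent, then RGS4 at 900nM (2x) plus Transcreener GDP mix added; fluorescence polarization (620/688 nm) read before and after 90 min at 30 °C.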
ALOX12 inh: Primary qHTS assay for inhibitors of human arachidonate 12S-lipoxygenase (ALOX12): Round 2. Polyunsaturated fatty acid lipoxygenase ALOX12 (Homo sapiens), P18054. purified 12hLO, xylenol orange hydroperoxide absorbance. Potency, µM (top dose mostly 108 µM), without a hit: top-dose activity change, negative = inhibition, hits mostly inhibitors. 580,000 compounds, 1.1% hits. AID 1671190, 2021; also: potency is read from the fitted curve at half-maximal effect; % is scaled to controls: 0 for no effect and ±100 for the full control effect
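Hydroperoxide product was detected by ferrous iron/xylenol orange as the 573 to 405 nm absorbance ratio. Arachidonic acid at 40 uM (final) was turned over for 30 min at room temperature by 150 nM human 12hLO, pH 7.0 Hepes buffer, after 15 min compound preincubation.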
ERG Ets-DNA blk: qHTS for Small Molecule Inhibitors of the ERG Ets/DNA interaction. 370,000 compounds, 0.028% hits. fluorescence polarization, His-ERG Ets domain / labelled DNA. Transcriptional regulator ERG (Homo sapiens), P11308. Potency, µM (titrated, usually from 76.9 µM), for the others: top-dose FP activity, negative = inhibition, actives largely listed as inhibitors; active = well fitted inhibition curve with a large enough effect in the polarisation, with a control signal flat; inconclusive = small, poorly fitted or top-dose-only effect, or effect the other way, or a change in a side signal; inactive = no such curve, though single readings can be large or run the other way; the % refers to the polarisation;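 also: polarization taken with two DNA probes labelled with fluorescein and Texas red; potency is read from the fitted curve at half-maximal effect; % of control where 0% means no effect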
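His-tagged ERG Ets domain (1 uM in the protein solution; 300mM KCl, 50mM Tris-HCl, 1mM EDTA, 1mM DTT, pH 7.5) received compound, then a probe mix of 5 nM fluorescein-DNA and 100nM Texas-615-DNA. Fluorescence polarization was read for both dyes.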
Active calls of the source: *; i = inactive; ? = inconclusive; nt = not tested or not shown; & = joins results of further samples; [ ] = another dose, or the depositor's remark. Unless noted, calls follow the shape of the dose curve; as a rule, active = well fitted curve in the direction sought with a large enough effect; inconclusive = small, poorly fitted or top-dose-only effect, or another doubt; inactive = no such curve, though single readings can be large; an effect the other way counts as inactive or inconclusive. These rows are one share of the data; rates above refer to the full screens.

SMILES | LDHA inh | Pol eta inh | POLB inh | APE1 inh | Apoferritin bind | Pol kappa inh | RGS4 inhibitor | ALOX12 inh | ERG Ets-DNA blk
COc1ccc(N2CCN(C(=O)CNC(=O)Cc3ccc(Cl)cc3)CC2)cc1 | 1 | -2% | 53% | 41% | -5% | -2% | 6% | 32µM* | -7%
Cc1ccc(S(=O)(=O)Nc2ccccc2C(=O)Nc2ccc(S(=O)(=O)Nc3nccc(C)n3)cc2)cc1 | -6 | ? | 24% | 0% | -10% | -7% | -12% | -19% | 9%
O=C(COCc1ccccc1)N[C@@H]1c2ccccc2CC[C@H]1OCc1ccccc1 | 8 | -18% | nt | 31% | nt | 3% | -26% | 0% | 13%
S=C(NCc1ccc2c(c1)OCO2)NC1CC1 | -4 | -14% | 4% | 10% | -5% | -3% | -4% | -12% | -5%
COc1ccc(C(=O)Nc2ccccc2-c2nnn(CC(N)=O)n2)cc1 | -3 | -12% | nt | nt | nt | 6% | -34% | 14% | 1%
O=C(CN1C(=O)C2C3C=CC(C3)C2C1=O)NCCc1ccccc1 (centres undefined) | -4 | -16% | 0% | -2% | 1% | -3% | -74%[11.4 µM] | i | -3%
Cc1ccc(C(=O)n2nc(-c3ccco3)nc2NCc2cccs2)cc1 | -3 | -28% | 3% | nt | -3% | -23% | -11% | 6% | 3%
CC1(C)CC(=O)C2=C(C1)Nc1ccccc1NC2c1ccccc1F (centres undefined) | -8 | -20% | -18% | 7% | 2% | 4% | -21% | 28% | -5%
ClC1(Cl)CC1CSc1ncn[nH]1 (centres undefined) | -6 | -19% | -17% | 6% | ? | 9% | 5% | -8% | 8%
COc1ccc(-c2noc(CCC(=O)N3CCN(c4cc(C)ccc4C)CC3)n2)cc1 | 0 | -10% | 5% | -4% | 181%[activator] | -1% | -11% | 5% | 2%
COc1ccc(/C=C/C(=O)OCC(=O)c2c[nH]c3ccccc23)cc1 | -13 | -13% | nt | 13% | nt | -16% | -14% | 0% | 3%
CCCCOC(=O)n1c(=O)oc2ccc(S(=O)(=O)N3CCCCC3)cc21 | -4 | -19% | 19% | 7% | -7% | -5% | 2% | -18% | -3%
COc1ccc(N2CCN(c3ncnc4c3cnn4-c3ccc(C)cc3C)CC2)cc1 | -1 | -15% | -10% | -3% | -5% | -5% | -8% | 3%[57.4 µM] | 6%
O=C(NCc1ccccc1Cl)C(=O)NCC1CCCN1S(=O)(=O)c1cccs1 (centres undefined) | -2 | -3% | nt | -3% | nt | -10% | 13% | 7% | 19%
O=C(NC(=S)Nc1cccc(NC(=O)c2ccccc2)c1)c1cccc([N+](=O)[O-])c1 | -7 | -16% | -20% | -1% | -18% | -11% | -4% | 28µM* | -1%
CCOc1ccc(CNC(=O)CCc2c(C)nn(-c3ccc(N4CCCCC4)nn3)c2C)cc1 | 0 | 15% | -2% | nt | -16% | 0% | -15% | -3% | 1%
COc1ccc(Cl)cc1NC(=O)NCCN1CCCCC1 | -2 | -24% | 8% | -1% | -8% | 0% | -8% | -6% | 2%
CCCc1nc2nc(C)c(NS(=O)(=O)c3ccc(C(C)(C)C)cc3)c(=O)n2[nH]1 | -2 | 3% | 52% | 1% | -7% | -11% | -3% | -9% | -3%
O=C(NC(=S)Nc1ccc2[nH]ncc2c1)c1ccccc1 | 0 | 4% | -1% | 6% | -16% | -7% | ? | 30%[activator] | -1%
Cc1ccc(C(NC(=O)N2CCOCC2)C(Cl)Cl)cc1F (centres undefined) | 0 | 1% | -3% | 3% | 3% | 4% | -3%[11.4 µM] | -14% | 4%

A few values from the entries so far.
In Apoferritin bind, COc1ccc(N2CCN(c3ncnc4c3cnn4-c3ccc(C)cc3C)CC2)cc1 has the entry -5%
In LDHA inh, COc1ccc(Cl)cc1NC(=O)NCCN1CCCCC1 has the entry -2

Following part:
SMILES | LDHA inh | Pol eta inh | POLB inh | APE1 inh | Apoferritin bind | Pol kappa inh | RGS4 inhibitor | ALOX12 inh | ERG Ets-DNA blk
Cc1c(Cl)cccc1N1C(=O)CC(NNC(=O)c2cccnc2)C1=O (centres undefined) | -3 | -22% | -5% | 4% | -7% | -1% | -14% | ? | 4%
CCOC(=O)N1CCN(C(=O)CSc2nnc(-c3ccc(C(C)(C)C)cc3)o2)CC1 | 1 | -29% | 12% | -2% | -4% | -7% | -54% | 5%[57.4 µM] | -3%
COC(=O)c1ccc(CSc2nc3sc(C(=O)O)c(C)c3c(=O)[nH]2)cc1 | -6 | -10% | 0% | 0% | -4% | 0% | -16% | 19% | -5%
CCCn1cc(SCC(=O)Nc2cc(C)on2)c2ccccc21 | 0 | -19% | -1% | 18% | -12% | -14% | -36% | i | -2%
COc1ccc(/C=N/NC(=O)c2cccc(C(=O)N/N=C/c3ccc(OC)cc3)n2)cc1 | -10 | 3% | 8% | -25% | -9% | 1% | 28% | 7% | -5%
COc1cccc(-c2ccc(NC(=O)C3CCCN(CCCn4cccn4)C3)cc2)c1 (centres undefined) | -6 | -17% | 14% | 20% | ? | -16% | -10% | ? | -13%
O=C1C2CC=CCC2C(=O)N1c1ccc(NCCc2ccc(O)cc2)c([N+](=O)[O-])c1 (centres undefined) | -10 | -11% | 5% | -3% | ? | -13% | 1% | -10% | 10%
CN(C)c1ccc(-c2sc(Nc3ccccc3)n[n+]2-c2ccc(F)cc2)cc1 | -2 | -8% | 7% | -3% | -1% | -1% | -32% | 45µM* | 3%
Nc1cc(S(=O)(=O)Nc2ccccc2Cl)ccc1N1CCCCC1 | -11 | -7% | nt | 3% | nt | -13% | -42% | 28µM* | -8%
CCOc1ccccc1NC(=O)c1ccc(-n2cncn2)nc1 | -2 | -4% | -1% | -1% | -3% | -2% | -3%[56.9 µM] | -22% | -2%
Cc1cc(C)cc(OCC(=O)Nc2cccc3cccnc23)c1 | 12&-3 | -18% | 1% | nt | -11% | 2% | -6% | -5%&-22% | -17%
CCC(=O)Nc1c(C(=O)N2CCCCCC2)cnn1-c1ccc(C)c(C)c1 | -5 | 0% | 15% | 12% | 1% | 9% | -17% | -16% | 5%
CCOc1cc(/C=N/NC(=O)Nc2ccccc2)ccc1O | 4 | -23% | 17% | 3% | -6% | 3% | 7% | -7% | 11%
Cc1ccc(C(=O)N/C(=C\c2cccs2)C(=O)N2CCN(C)CC2)cc1C | -4 | -15% | -20% | 22% | -8% | -11% | 3% | 1% | -5%
Cc1oc(=O)c(NC(=O)c2ccccc2)cc1C(C)O (centres undefined) | -6 | 6% | -2% | 2% | -3% | 1% | 3% | 2% | 0%
COc1ccc(OCC(=O)NC(=O)c2ccccc2)c([N+](=O)[O-])c1 | 3 | -1% | nt | 21% | nt | -1% | 9% | -18% | 7%
N#Cc1cc(-c2ccccc2)c[nH]c1=O | -6 | 4% | 2% | -5% | 35%[activator] | -3% | 1% | 0% | -3%
CCOC(=O)c1ccc2c(c1)nc(SCC(=O)N1CCOCC1)n2CC | -3 | -9% | 9% | 5% | -5% | 2% | -5% | -6% | -3%
CCCCCCCOC(=O)C[N+](C)(C)CCOC1CC2CCC1(C)C2(C)C (centres undefined) | -1 | -23% | 17% | 10% | 5% | -10% | 0% | ? | 7%
CC1(C)NC(=O)N(CC(=O)N2CCN(c3ccc([N+](=O)[O-])cc3)CC2)C1=O | -4 | 0% | nt | 18% | nt | -3% | 26% | ? | -7%
CN(C)CC(C)(C)CNS(=O)(=O)c1cccc(Cl)c1Cl | -24 | -4% | 6% | 5% | -17% | -19% | -9% | ? | -5%
CCOc1cc(C(=O)NCc2ccccc2)ccc1OCC(=O)N1CCOCC1 | -2 | 1% | 0% | 0% | -6% | -16% | 23% | -11% | 1%
Cc1ccc(S(=O)(=O)N2CCN(c3ccc4nnc(-c5ccccc5)n4n3)CC2)cc1 | -5 | -7% | 16% | -6% | -6% | -1% | 22% | ? | -3%
CCN(CC)S(=O)(=O)c1ccc(Cl)c(C(=O)NC)c1 | -8 | 5% | 9% | 9% | -7% | 1% | 16% | 0% | 5%
O=C(Nc1ccc(NC(=O)C2CCCCC2)nc1)c1ccccn1 | 1 | 1% | 1% | -3% | ? | -13% | 2% | -2% | -1%
CC(C)N(C(=O)CSc1nc2ccccc2n1Cc1ccc(F)cc1)C(C)C | 7 | -10% | -13% | -3% | 0% | 4% | -18% | -5% | 6%
O=C(Nc1ccc(S(=O)(=O)NCc2ccccc2)cc1)c1ccc(Br)o1 | 0 | -17% | -3% | -2% | -2% | -6% | -24% | -8% | 5%
COc1ccccc1NC(=O)Nc1ccc2[nH]c(=O)[nH]c2c1 | 1 | -9% | 0% | -1% | -12% | -4%[60.1 µM] | -26% | -10% | 9%
